RGS12 GoLoco inh = RGS12 GoLoco-Gai1 interaction inhibition; P63096; Gai1:RGS12 GoLoco peptide FP, rhodamine, 10 min; Potency, µM (titrated, usually from 61.6 µM), for inactives: at the highest dose activity, negative = inhibition, usual class: inhibitors; actives 0.44% (n = 230,000); AID 880; active = well fitted inhibition curve with a large enough effect, not every such curve was filed as active; inactive = no such curve, though single readings can be large or run the other way; also: % is scaled to controls: 0 for no effect and ±100 for the full control effect; nearly all actives have a fitted effect of over 30% in size; many of its hits are not listed in these tables
NPSR antagonist = antagonists of human neuropeptide S receptor cAMP signaling; Q6W5P4; CHO-NPSR cells, cAMP TR-FRET, antagonist mode; Potency, µM (titrated, usually from 38.3 µM), without a hit: at the highest dose activity change, negative = inhibition, most hits filed as inhibitors; actives 1% (n = 220,000); also: % is scaled to controls: 0 for no effect and ±100 for the full control effect; nearly all actives have a fitted effect of over 50% in size; many of its hits are not listed in these tables
Epigenetic reg = derepresses silenced GFP reporter in murine cells; murine LDR cells, GFP reporter derepression, 30 h; Potency, µM (doses to about 53.9 µM), without a hit: at the top dose GFP activation, most hits filed as activators; actives 0.2% (n = 280,000); also: % of control where 0% means no effect; nearly all actives have a fitted effect of over 60% in size
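Murine LDR cells bearing a silenced CMV-driven GFP reporter were exposed to compound for 30 h at 37 C. After PBS washes, GFP-positive cells (20-120 um objects) counted by laser-scanning microplate cytometry.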
SMN2 splice enh = increases expression of the SMN2 splice variant | actives 2.8% (n = 210,000) | Potency, µM (doses to about 46.1 µM), for the others: at the top dose activity change, positive = activation, hits mostly activators | HEK293 SMN2-luciferase splicing reporter, luminescence, 30-36 h; also: % of control where 0% means no effect; nearly all actives have a fitted effect of over 55% in size
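HEK293 cells carry an SMN2 minigene-luciferase reporter in which exon 7 inclusion puts luciferase in frame. Cells were seeded at 2000 cells/well, attached for 10-12 hours, then exposed to compounds for 30-36 hours at 37C before ONE-Glo luminescence.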
Luc counter = blocks Kinase-Glo luciferase, a counter-screen artifact. Kinase-Glo luciferase, ATP luminescence, 8 min. Potency, µM (series often up to 38.3 µM), for the others: top-dose activity change, negative = inhibition, most hits filed as inhibitors. actives 0.28% (n = 200,000). AID 1379; also: % is scaled to controls: 0 for no effect and ±100 for the full control effect; nearly all actives have a fitted effect of over 60% in size
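Compounds were added to a substrate mix at pH 7.2 (50 mM imidazole, 10 uM ATP, within the enzyme's linear range), followed by Kinase-Glo detection reagent; luminescence was measured after 8 minutes at ambient temperature.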
RECQ1 helicase = inhibitors of human RECQ1 DNA helicase; P46063; RECQ1 DNA unwinding, red fluorescence kinetic read; Potency, µM (top dose mostly 57.3 µM), for inactives: top-dose activity, negative = inhibition, usual class: inhibitors; actives 0.54% (n = 240,000);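 also: plate controls were vehicle for no effect and no enzyme for full effect; nearly all actives have a fitted effect of over 30% in size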
Target sequence (P46063 whole entry, looked up): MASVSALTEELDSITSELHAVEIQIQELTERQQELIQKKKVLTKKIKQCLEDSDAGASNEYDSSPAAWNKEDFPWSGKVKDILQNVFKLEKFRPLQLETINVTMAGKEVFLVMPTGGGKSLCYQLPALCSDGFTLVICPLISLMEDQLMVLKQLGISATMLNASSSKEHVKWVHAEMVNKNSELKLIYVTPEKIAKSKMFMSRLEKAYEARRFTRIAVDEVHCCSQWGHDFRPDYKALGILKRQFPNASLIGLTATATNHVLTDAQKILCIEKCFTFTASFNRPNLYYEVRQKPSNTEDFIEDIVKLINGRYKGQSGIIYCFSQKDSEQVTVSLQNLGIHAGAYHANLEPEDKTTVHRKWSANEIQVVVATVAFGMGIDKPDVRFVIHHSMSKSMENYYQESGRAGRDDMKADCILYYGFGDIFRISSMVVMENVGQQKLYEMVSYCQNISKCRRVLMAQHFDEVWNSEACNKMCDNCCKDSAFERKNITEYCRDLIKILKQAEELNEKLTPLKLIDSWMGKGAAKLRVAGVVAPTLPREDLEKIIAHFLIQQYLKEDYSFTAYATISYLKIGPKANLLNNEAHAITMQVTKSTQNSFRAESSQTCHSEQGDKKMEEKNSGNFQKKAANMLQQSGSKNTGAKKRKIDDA
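50 nM RECQ1T1 preincubated 15 min with compound in Tris pH 8.0 buffer with MgCl2, DTT, Tween-20 and 2.5 ug/ml poly(dI-dC); started with 200 nM TAMRA/BHQ-2 forked duplex and 2 mM ATP. Unwinding read as fluorescence (525/598 nm), two reads 2 h apart.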
JMJD2E inh = inhibitors of human JMJD2E histone demethylase. Potency, µM (top dose mostly 57.1 µM), for inactives: at the highest dose activity change, negative = inhibition, hits mostly inhibitors. actives 1.6% (n = 230,000). AID 2147. JMJD2E catalytic domain, FDH-coupled NADH fluorescence (FDH is formaldehyde dehydrogenase). B2RXH2; active = well fitted inhibition curve with a large enough effect, not every such curve was filed as active; inconclusive = small, poorly fitted or top-dose-only effect, or another doubt; inactive = no such curve, though single readings can be large or run the other way;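 also: 0% = wells with enzyme and -100% = buffer wells without enzyme; nearly all actives have a fitted effect of over 50% in size; many of its hits are not listed in these tables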
Target sequence (B2RXH2 1-337 limits assumed): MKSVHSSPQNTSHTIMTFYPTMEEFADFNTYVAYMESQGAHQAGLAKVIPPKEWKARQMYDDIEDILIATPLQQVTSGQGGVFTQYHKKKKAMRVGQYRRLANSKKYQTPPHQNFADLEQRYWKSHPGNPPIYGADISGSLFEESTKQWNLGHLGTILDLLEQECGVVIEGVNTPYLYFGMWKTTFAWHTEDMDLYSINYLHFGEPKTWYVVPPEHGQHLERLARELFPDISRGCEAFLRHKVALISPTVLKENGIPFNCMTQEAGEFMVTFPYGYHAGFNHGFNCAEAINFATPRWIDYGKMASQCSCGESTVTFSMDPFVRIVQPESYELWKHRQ
IMPase Li cell = membrane-permeable IMPase blocker, potentiated with lithium; CHO-M1 cells, IP1 TR-FRET (IP-One), carbachol + lithium; Potency, µM (top dose mostly 59.4 µM), for inactives: at the top dose activity, negative = IMPase inhibition, actives largely listed as inhibitors; actives 0.35% (n = 210,000); AID 1457;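 also: IP1 builds up when IMPase is blocked and the TR-FRET signal falls; plate controls were basal vehicle for no effect and high inhibitor control for full effect; nearly all actives have a fitted effect of over 50% in size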
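Readout is a homogeneous TR-FRET IP1 immunoassay (Ex 320, Em 665 and 620), where raised cytosolic IP1 lowers signal. Cells were CHO-M1 treated 30 min at 37C with test compounds plus a little lithium; AC50 values came from Hill-equation fitting.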
Active calls of the source: *; i = inactive; ? = inconclusive; nt = no result given; [ ] = remark or other dose. Unless noted, calls follow the shape of the dose curve; as a rule, active = well fitted curve in the direction sought with a large enough effect; inconclusive = small, poorly fitted or top-dose-only effect, or another doubt; inactive = no such curve, though single readings can be large; an effect the other way counts as inactive or inconclusive. Potency is read from the fitted curve at half-maximal effect. The list is partial; count on the stated rates, not on these rows.

SMILES	RGS12 GoLoco inh	NPSR antagonist	Epigenetic reg	SMN2 splice enh	Luc counter	RECQ1 helicase	JMJD2E inh	IMPase Li cell
COC(=O)c1cc(OC)c(OC)cc1NC(=O)c1cccc(OC)c1OC	5%	-1%	0.0%	-14%	-4%	11%	92%[activator]	14%
Nn1c(SCC(=O)NCCCc2ccccc2)nnc1-c1cccnc1	13%	-11%	1.1%	nt	nt	1%	?	nt
S=C(NC1CCCC1)N1CCN(c2ccccn2)CC1	7%	10%	1.0%	11%	3%	-3%	?	-5%
CC(C)(C)c1ccc(C(=O)/C=C2\NC(=O)CS2)cc1	8%	-11%[46.1 µM]	-2.2%	3.2µM*	-8%	-11%	6%	-1%[38.3 µM]
O=c1c2c(nc3n1CCCCC3)-c1ccccc1CC21CCCC1	5%	?	-1.2%	-57%[inhibitor]	5%	-7%	-3%	29%
O=C(O)CSc1cc(NS(=O)(=O)c2cccc([N+](=O)[O-])c2)c2ccccc2c1O	-18%	-25%	?	nt	nt	-15%	?	nt
COc1cccc(NC(=O)Nc2nnc(N3CCCCC3C)s2)c1 (stereo unspecified)	-3%	-5%	2.9%	?	1%	-6%	-6%	11%
c1ccc2c(c1)nc(N1CCOCC1)c1ccccc12	4%	-9%	-1.1%	1%	-3%	-13%	?	?
CCCc1cc(=O)[nH]c(SCC(=O)N2CCCc3ccccc32)n1	1%	16%	1.0%	nt	-10%	12%	?	-5%
CC(=O)N[C@@H]1c2c(ccc3ccccc23)OC[C@@H]1COC(C)=O	-2%	2%	-0.1%	3%	-2%	0%	-3%	-11%
COc1ccc(C(C)NC(=S)NC2CCCC2)cc1OC (stereo unspecified)	9%	20%	0.0%	0%	0%	-4%	4%	-1%
O=C(c1ccc(Br)cc1)c1cc([N+](=O)[O-])ccc1N1CCOCC1	8%	-27%	12%	-18%	-1%	0%	-1%	14%
CC(=O)Nc1ccccc1-c1nnc(SCc2ccccc2Cl)[nH]c1=O	-1%	-13%[46.1 µM]	5.1%	-25%	3%	0%	-2%	3%[38.3 µM]
O=C(CC1C(=O)NC2CCCCC2N1C(=O)c1ccc([N+](=O)[O-])cc1)Nc1ccccc1 (stereo unspecified)	6%	-17%	-3.4%	-8%	-2%	i	9%	5%
Cc1c(OCc2ccccc2)c(=O)ccn1Cc1ccc(F)cc1	5%	-44%	-5.4%	-41%[inhibitor]	-1%	-5%	-1%	5%
CCOC(=O)CCCCC(=O)c1[nH]c(=O)[nH]c1CSc1nnc2c3ccccc3n(C(C)C)c2n1	-5%	-2%	0.0%	-1%	-3%	-8%	-7%	5%
CCOC(=O)N1CCC(=NNc2ccc(S(N)(=O)=O)cc2[N+](=O)[O-])CC1	8%	-13%	-1.5%	7%	6%	-4%	7%	12%
CC(=O)C1=C(C)OC(N)=C(C#N)C1c1ccco1 (stereo unspecified)	-17%	-6%[46.1 µM]	-1.0%	?	-3%	11%	?	3%[38.3 µM]
Cc1nn(C)cc1C(=O)NNC(=S)Nc1ccc(Cl)cc1	-3%	1%[46.1 µM]	1.9%	9%	-1%	i	-2%	3%[38.3 µM]
Cn1c(SCc2nc(-c3ccccc3)no2)nnc1-c1ccco1	8%	-9%[46.1 µM]	-1.6%	-3%	-7%	-3%	-4%	-4%[38.3 µM]
Cc1cc(C)c2nc(NC(=O)C3CCCO3)sc2c1 (stereo unspecified)	1%	-14%[46.1 µM]	0.8%	13µM*	-8%	i	0%	14%[38.3 µM]
CCOC(=O)C1=NNC(C(=O)c2ccccc2)C1c1ccc(C)cc1 (stereo unspecified)	6%	55%	0.5%	nt	nt	-15%	-4%	nt
COc1c2ccoc2nc2c(OC)cccc12	29%	-10%[46.1 µM]	-3.2%	-29%	1%	-7%	?	-27%[38.3 µM]
CCn1c2ccc(C)cc2c2nc3cc(C(=O)O)ccc3nc21	85%[activator]	-18%[46.1 µM]	1.3%	14%	-1%	-3%	?	-4%
CCCS(=O)(=O)c1nc(C)cc(C)c1S(C)(=O)=O	5%	12%	0.9%	-3%	0%	0%	8%	1%
O=[N+]([O-])c1cc(C(F)(F)F)ccc1Sc1ccc2ccccc2n1	2%	-21%[46.1 µM]	-0.3%	-17%	-5%	0%	-12%	36%[activator][38.3 µM]
Cc1ccc2c(c1)NC(=O)C(CC(=O)NCc1cccnc1)O2 (stereo unspecified)	-9%	1%[46.1 µM]	0.2%	-3%	-3%	-6%	-1%	1%[38.3 µM]
COc1cccc(NC(=O)Nc2nnc(N3C(C)CCCC3C)s2)c1 (stereo unspecified)	5%	-53%	0.1%	nt	nt	-10%	-5%	nt
C/C(=N\NC(=O)c1cccc([N+](=O)[O-])c1)c1cccc(NC(=O)C2CC2)c1	0%	9%	1.1%	nt	-1%	-5%	19%	-3%
Cc1nn(C)c(C)c1NC(=O)Nc1cccc(C(F)(F)F)c1	8%	4%[46.1 µM]	-1.2%	-13%	-4%	i	3%	-2%[38.3 µM]

One compound at a time (already shown). Order of values: RGS12 GoLoco inh, NPSR antagonist, Epigenetic reg, SMN2 splice enh, Luc counter, RECQ1 helicase, JMJD2E inh, IMPase Li cell
Cn1c(SCc2nc(-c3ccccc3)no2)nnc1-c1ccco1 is listed as 8%, -9%[46.1 µM], -1.6%, -3%, -7%, -3%, -4%, -4%[38.3 µM]
C/C(=N\NC(=O)c1cccc([N+](=O)[O-])c1)c1cccc(NC(=O)C2CC2)c1 is listed as 0%, 9%, 1.1%, nt, -1%, -5%, 19%, -3%
CCn1c2ccc(C)cc2c2nc3cc(C(=O)O)ccc3nc21 is listed as 85%[activator], -18%[46.1 µM], 1.3%, 14%, -1%, -3%, ?, -4%

(cont.)
SMILES	RGS12 GoLoco inh	NPSR antagonist	Epigenetic reg	SMN2 splice enh	Luc counter	RECQ1 helicase	JMJD2E inh	IMPase Li cell
COC(=O)Cc1cc(=O)oc2cc(O)ccc12	7%	-6%	-0.6%	0%	1%	i	?	-15%
COc1ccc(OC)c(-c2cc(C(=O)Nc3cc(C)n(Cc4ccc(Cl)cc4)n3)no2)c1	13%	-19%[46.1 µM]	0.2%	-29%	1%	i	?	-2%[38.3 µM]
COc1cccc(C(c2c(O)nc(SC)n(C)c2=O)c2c(O)nc(SC)n(C)c2=O)c1	-14%	-3%[46.1 µM]	-1.2%	6%	7%	i	4%	-3%[38.3 µM]
CCC(C)NC(=O)CSc1nnc(-c2ccoc2C)n1CC1CCCO1 (stereo unspecified)	-17%	3%[46.1 µM]	-2.6%	-3%	0%	-6%	-1%	2%[38.3 µM]
COc1ccc(OC)c(NC(=O)CN2CCC(C(=O)c3ccc(C)cc3)CC2)c1	10%	-12%[7.67 µM]	1.5%	2%	-1%	-4%	4%	3%[38.3 µM]
Cc1ccc(NC(=O)Cn2c(=O)n(CCCCC(=O)NCc3ccco3)c(=O)c3ccccc32)cc1	6%	-13%[46.1 µM]	-0.2%	-13%	2%	-9%	2%	37%[activator][38.3 µM]
O=C(N/N=C/c1ccc2c(c1)OCO2)c1sc2cc(Cl)ccc2c1Cl	1%	10%	3.3%	5%	-2%	-1%	6%	8%
COc1cc(CCCN2C(=S)NC[C@H]2Cc2ccc(O)cc2)cc(OC)c1OC	13%	11%	-0.7%	nt	nt	-4%	-1%	6%
CCCN1CCN(C(=O)c2cccc3c2C(=O)N(CCOC)C3)CC1	3%	-6%[46.1 µM]	0.0%	4%	1%	-1%	-2%	-2%[38.3 µM]
CN1C(=O)CC(N2CCN(c3ccc(Cl)cc3)CC2)C1=O (stereo unspecified)	0%	20%	2.8%	4%[1.84 µM]	-5%	3%	6%	-6%
COc1cc(/C=N\NC(=O)c2ccc(=O)[nH]n2)cc(OC)c1OC	7%	-7%[46.1 µM]	-2.2%	66%	-1%	-11%	-4%	-10%[38.3 µM]
O=C(CSc1cccc[n+]1[O-])N1CCc2ccccc21	15%	-22%	2.2%	nt	nt	i	-11%	nt
Cc1ccc2nc(C)c(C(=O)NN=C3CCCCCC3)n2c1	12%	0%	5.1%	nt	-2%	-4%	56%[activator]	11%
Cc1cc(C(F)(F)F)n2ncc(-c3cccc(Br)c3)c2n1	15%	1%	-1.1%	8%	2%	-2%	2%	10%
COc1ccc(CN=C2NC(=O)CC(C(=O)Nc3ccc(F)cc3)S2)cc1 (stereo unspecified)	nt	-7%[46.1 µM]	-0.9%	nt	nt	-8%	-3%	nt
O=C(Cn1c(=O)[nH]c2ccsc2c1=O)NC1CCCCC1	-7%	-3%[46.1 µM]	1.1%	3%	-5%	-4%	3%	-22%[38.3 µM]
Cc1c(C(=O)NCc2ccccc2)c(-c2ccccc2)nn1-c1ccccc1	3%	-13%[46.1 µM]	1.5%	-28%	-3%	i	-6%	14%[38.3 µM]
O=C(NCCO)C1COc2ccccc2O1 (stereo unspecified)	2%	14%	0.0%	12%	0%	-1%	-6%	-7%
CCOC(=O)c1cnc(-n2nc(C)cc2C)nc1Oc1ccc(C(=O)OC)cc1	-9%	3%	-0.4%	nt	nt	-4%	-2%	nt
COCCNC(=O)C(C)Oc1ccccc1 (stereo unspecified)	-10%	15%	-1.3%	-22%	2%	21%	0%	-2%
COc1ccc(-c2nc(N3CCC(C)CC3)[nH]c(=O)c2C#N)cc1	4%	?	-1.0%	18%	-3%	1%	1%	27%[38.3 µM]
CCCCc1c(C)nc(Nc2ccc(OC)cc2)[nH]c1=O	48%[activator]	4%	-0.9%	-8%	-2%	-3%	-22%	2%
N#Cc1ccccc1NCc1ccccc1	nt	-7%[46.1 µM]	-10%	nt	-3%	-10%	?	nt
Cc1c(Br)c(=O)oc2c(Br)c(O)c(O)cc12	-13%	-2%	0.0%	14%	0%	i	?	8%
CSc1nc(N)c2ncn([C@@H]3O[C@H](COP(=O)(O)OP(=O)(O)OP(=O)(O)O)[C@@H](O)[C@H]3O)c2n1	-2%	nt	0.0%	4%	nt	0%	nt	14%
COc1ccc(/C=C(/NC(C)=O)C(=O)O)cc1	-2%	0%[46.1 µM]	-3.4%	-26%	-2%	-5%	-9%	-3%[38.3 µM]
O=C(C1CCN(C2CCN(C/C=C/c3ccccc3)CC2)CC1)N1CCOCC1	29%	5%	-0.1%	nt	nt	-8%	0%	5%
COc1ccc(C(=O)CSc2nnc(CC(=O)Nc3ccccc3OC)n2C)cc1	2%	2%	0.0%	5%	-8%	-2%	11%	-3%
